# Screens deposited in PubChem BioAssay by several laboratories.
# TNAP act hiacc = activators of human TNAP at high phosphate acceptor concentration; P05186; purified TNAP, CDP-star luminescence, 1 M DEA, 30 min; stronger effect = higher value; 0 = EDTA background, 1 = DMSO-only activity; activation factor at 20 µM; 200,000 tested, under 10 active;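 active = activation factor at least 2 at 20 µM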
# Target sequence (P05186 whole entry, looked up): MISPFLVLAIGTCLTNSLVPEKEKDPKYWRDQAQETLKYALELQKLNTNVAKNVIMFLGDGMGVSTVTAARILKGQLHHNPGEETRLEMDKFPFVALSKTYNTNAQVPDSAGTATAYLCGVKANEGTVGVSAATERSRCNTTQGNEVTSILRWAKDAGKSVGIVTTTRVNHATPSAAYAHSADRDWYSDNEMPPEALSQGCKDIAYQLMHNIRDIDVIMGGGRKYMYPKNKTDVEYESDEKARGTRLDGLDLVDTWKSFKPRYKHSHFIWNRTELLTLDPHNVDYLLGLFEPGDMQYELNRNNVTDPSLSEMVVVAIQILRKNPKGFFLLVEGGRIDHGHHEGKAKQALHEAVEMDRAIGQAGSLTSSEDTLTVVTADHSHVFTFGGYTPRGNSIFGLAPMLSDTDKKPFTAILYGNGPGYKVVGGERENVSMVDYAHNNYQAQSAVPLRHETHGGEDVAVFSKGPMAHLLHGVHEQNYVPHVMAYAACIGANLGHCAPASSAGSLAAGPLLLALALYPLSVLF
#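 Test system – human TNAP · Doses – 20 µM single point · Incubation – 30 min, room temperature · Signal – luminescent substrate turnover signal · Read-out basis – activation factor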
# bIAP inhibitor = intestinal alkaline phosphatase (bovine) inhibition. 190,000 tested, under 10 active. purified bovine IAP, CDP-star luminescence, 30 min. inhibition, % at 20 µM. AID 1019;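 active = over 50% inhibition of intestinal alkaline phosphatase at 20 µM in the single-dose screen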
#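 Incubation: 30 min reaction at room temperature / Material: purified bovine intestinal alkaline phosphatase (IAP) enzyme / Input: enzyme at 1/65,000,000 dilution / Dosing: 20 µM single dose / Signal: CDP-star luminescence signal / Reagent: CDP-star chemiluminescent phosphatase substrate, 30 µM final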
# PMI act hi M6P = activators of human phosphomannose isomerase at near-saturating mannose 6-phosphate; AID 1216; 190,000 compounds, 0.34% hits; P34949; coupled PMI enzyme assay, resazurin fluorescence, 20 min; stronger effect = higher value; 1 = untreated enzyme, 0 = substrate-free blank; activation factor at 20 µM;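 active = activation factor of 2 or more at 20 µM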
# Target sequence (P34949 whole entry, looked up): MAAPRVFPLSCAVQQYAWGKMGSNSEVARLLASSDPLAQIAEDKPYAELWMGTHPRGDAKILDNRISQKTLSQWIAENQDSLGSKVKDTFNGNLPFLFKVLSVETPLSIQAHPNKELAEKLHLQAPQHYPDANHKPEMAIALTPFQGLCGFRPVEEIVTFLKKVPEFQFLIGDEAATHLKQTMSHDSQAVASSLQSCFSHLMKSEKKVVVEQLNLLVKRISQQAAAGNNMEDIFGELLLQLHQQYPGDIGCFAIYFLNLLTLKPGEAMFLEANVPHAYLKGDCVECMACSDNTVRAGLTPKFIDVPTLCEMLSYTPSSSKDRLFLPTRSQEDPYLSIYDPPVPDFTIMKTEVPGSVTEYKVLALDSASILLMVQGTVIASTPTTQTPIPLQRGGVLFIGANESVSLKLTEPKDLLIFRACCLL
#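 Test system: human phosphomannose isomerase with PGI, G6PDH, diaphorase coupling enzymes; amount: 15 ng/mL PMI; incubation: enzyme reaction with compound 20 min at room temperature; technique: resorufin fluorescence (Ex 544/Em 590 nm) from resazurin via diaphorase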
# Diaph inh CS = counter-screen for diaphorase-based assays: diaphorase inhibitors and chemical oxidizers. inhibition, % at 20 µM. AID 1217. diaphorase resazurin-to-resorufin fluorescence, NADH, 16 min; bacterial (C. kluyveri) enzyme, not human. 190,000 compounds, 0.69% hits;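 active = primary screen inhibition at 20 µM above a set limit, cut at about 50% in these data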;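 also: plate controls were DMSO with full reaction for no effect and wells lacking NADH for full effect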
#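 Assay system: diaphorase enzyme from Clostridium kluyveri; Input: enzyme working solution with 0.14 U/mL diaphorase; Timing: 16 min at room temperature; Technique: resorufin fluorescence, excitation 544 nm, emission 590 nm; Benchmarks: positive control minus NADH, DMSO neutral control.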
# Diaphorase act = activates diaphorase or chemically reduces, flagging diaphorase assay artifacts; Diaphorase/resazurin coupled assay, resorufin fluorescence, 16 min; stronger effect = higher value; 1 = vehicle wells, 0 = NADH-free wells; activation factor at 20 µM; 190,000 compounds, 0.005% hits;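 active = diaphorase activity raised at least twofold by the compound at 20 µM; inactive = activation factor below 2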
#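 System – purified diaphorase enzyme from Clostridium kluyveri · Input – enzyme 0.07 U/mL final · Also added – final NADH 0.114 mM, resazurin 0.1 mM · Measured by – fluorescence of resorufin, 544 nm excitation, 590 nm emission · Timing – 16 min enzyme reaction, ambient temperature · Measure – resorufin increase flagging diaphorase activators or reducers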
# L major viab = reduces viability of Leishmania major promastigotes | resazurin fluorescence viability | inhibition, % at 10 µM | 200,000 compounds, 9% hits | AID 1063; in the data active = inhibition above about 50%;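 also: promastigotes grown with compound for 44 hours at 28 °C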
# PMI activator = phosphomannose isomerase (human) activation. P34949. purified human PMI, coupled resazurin fluorescence, 20 min; stronger effect = higher value; 1 = vehicle control, 0 substrate-free wells. activation factor at 20 µM. 190,000 compounds, 0.005% hits. AID 1214;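 active = activation factor of 2 or more at 20 µM, relative to plate controls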
# TNAP inh no acc = TNAP (human) inhibition, acceptor-free conditions; purified TNAP, CDP-star luminescence, 30 min; 200,000 compounds, 0.26% hits; inhibition, % at 20 µM; P05186;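 active = tissue-nonspecific alkaline phosphatase inhibition above about 50% at 20 µM in the single-dose screen, limit read from the data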;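 also: 0% = DMSO negative control and 100% = EDTA positive control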
# bIAP activator = intestinal alkaline phosphatase (bovine) activation | activation factor at 20 µM | purified bovine IAP, CDP-star luminescence, 30 min; stronger effect = higher value; fold of DMSO-control signal, blank-subtracted | 200,000 compounds, 0.17% hits;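 active = activation factor of 2 or more at 20 µM, a signal rise over negative controls twice the positive control's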
# TNAP inh hi DEA = inhibitors of human TNAP at high phosphate acceptor concentration; purified TNAP, CDP-star luminescence, 1 M DEA; inhibition, % at 20 µM; 200,000 compounds, 0.03% hits;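 active = over 50% inhibition of tissue-nonspecific alkaline phosphatase at 20 µM in the single-dose screen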;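 also: plate controls were DMSO wells for no effect and EDTA-quenched wells as full inhibition for full effect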
# Active calls of the source: *; . = not tested or not shown.
1) Cc1ccc(S(=O)(=O)NC(CC(=O)O)c2ccco2)cc1 (stereo unspecified)
2) O=C(CSc1ncccc1C(=O)O)c1ccc2ccccc2c1
3) Cc1ccc(NC(=O)Cc2ccc([N+](=O)[O-])cc2)c(Br)c1
4) CCC(=O)Nc1cnc(NC(=O)c2cccc(F)c2)cc1C
5) CCN(CC)S(=O)(=O)c1ccc(NC(=O)c2c(-c3ccccc3)noc2C)cc1
assay / compound	1	2	3	4	5
TNAP act hiacc	1	1	1	1	1.1
bIAP inhibitor	1	-3	-9	0	12
PMI act hi M6P	1	1.3	1	1	0.8
Diaph inh CS	-2	1	8	4	28
Diaphorase act	1	1	0.9	1	0.7
L major viab	-8	-4	-1	-9	10
PMI activator	1.1	1.2	1	1	0.8
TNAP inh no acc	-10	-10	-9	-2	3
bIAP activator	1	1	1.1	1	0.9
TNAP inh hi DEA	-1	-4	3	-4	-8

6) CNc1ccccc1C(C)(C)c1cc(-c2cccc(Br)c2)no1
7) COC(=O)CN1CC(=O)N(c2ccccc2)C1=S
8) CC(C)c1ccccc1NC(=O)COC(=O)Cc1c[nH]c2ccccc12
9) CC(C)(C)C1CCC2(CC1)SCC(=O)N2c1ccccc1 (stereo unspecified)
10) NC(=O)COC(=O)C(Cc1ccccc1)NS(=O)(=O)c1ccccc1F (stereo unspecified)
assay / compound	6	7	8	9	10
TNAP act hiacc	1	1	1	1.1	1.1
bIAP inhibitor	-2	-19	14	-4	-1
PMI act hi M6P	0.9	0.8	1	1	1.1
Diaph inh CS	14	-5	12	-3	-6
Diaphorase act	0.9	1	0.9	1	1.1
L major viab	99*	2	50*	-1	.
PMI activator	1.1	0.9	1	1	1
TNAP inh no acc	-18	-9	-1	-13	-12
bIAP activator	1	1.2	0.9	1	1
TNAP inh hi DEA	-1	0	3	-5	-7

# 2 entries from above, as tab-separated lines.
item	structure	TNAP act hiacc	bIAP inhibitor	PMI act hi M6P	Diaph inh CS	Diaphorase act	L major viab	PMI activator	TNAP inh no acc	bIAP activator	TNAP inh hi DEA
8	CC(C)c1ccccc1NC(=O)COC(=O)Cc1c[nH]c2ccccc12	1	14	1	12	0.9	50*	1	-1	0.9	3
9	CC(C)(C)C1CCC2(CC1)SCC(=O)N2c1ccccc1 (stereo unspecified)	1.1	-4	1	-3	1	-1	1	-13	1	-5

# Following part:
11) COc1c(C)cc(S(=O)(=O)NC2CC(C)(C)NC(C)(C)C2)c(C)c1C
12) Cc1[nH]n(-c2ccc(Cl)cc2)c(=O)c1/C=N/n1c(C)nc2ccccc2c1=O
13) CC(C)(C)c1cc(C(=O)N/N=C/c2ccco2)n[nH]1
14) O=C(O)c1cccc(Cn2cccn2)c1
15) COc1ccc(N2CCN(CCCNC(=O)CCCn3c(=O)[nH]c4ccsc4c3=O)CC2)cc1
assay / compound	11	12	13	14	15
TNAP act hiacc	1	1	1	1	1
bIAP inhibitor	5	-14	6	6	-11
PMI act hi M6P	0.9	1.7	1	1	1
Diaph inh CS	4	-7	2	7	3
Diaphorase act	1	1.1	1	0.9	1
L major viab	11	-15	42	-1	-7
PMI activator	1	1.5	1	1.1	1
TNAP inh no acc	-10	-5	4	8	-5
bIAP activator	0.9	1.1	0.9	0.9	1.1
TNAP inh hi DEA	0	-4	2	-2	-1

# A few values from above:
# bIAP activator, CCN(CC)S(=O)(=O)c1ccc(NC(=O)c2c(-c3ccccc3)noc2C)cc1 stands at 0.9
# bIAP activator, Cc1ccc(S(=O)(=O)NC(CC(=O)O)c2ccco2)cc1 (stereo unspecified) stands at 1
# PMI act hi M6P, O=C(CSc1ncccc1C(=O)O)c1ccc2ccccc2c1 stands at 1.3
# bIAP inhibitor, Cc1[nH]n(-c2ccc(Cl)cc2)c(=O)c1/C=N/n1c(C)nc2ccccc2c1=O stands at -14
# L major viab, CNc1ccccc1C(C)(C)c1cc(-c2cccc(Br)c2)no1 stands at 99*
# TNAP inh hi DEA, NC(=O)COC(=O)C(Cc1ccccc1)NS(=O)(=O)c1ccccc1F (stereo unspecified) stands at -7

# Carrying on:
16) CCOC(=O)c1ccc([N+](=O)[O-])cc1NC(C)=O
17) c1coc(-c2nnc(SCc3cn4ccccc4n3)o2)c1
18) CCOC(=O)c1c(NC(=O)c2cc(C)oc2C)sc(C(=O)Nc2ccc(Cl)cc2)c1C
19) COc1cc(OC)cc(C(=O)N/N=C/c2ccc(OC)c(COc3ccc4ccccc4c3)c2)c1
20) Cc1sc(NC(=O)c2cc(-c3ccccc3)nc3ccccc23)c(C(N)=O)c1C
assay / compound	16	17	18	19	20
TNAP act hiacc	1	1.1	1.1	0.9	0.9
bIAP inhibitor	16	13	-6	1	12
PMI act hi M6P	1	1	1.1	0.9	0.9
Diaph inh CS	9	13	9	17	14
Diaphorase act	0.9	0.9	0.9	0.8	0.9
L major viab	10	7	1	3	13
PMI activator	1.1	1	1.1	0.9	0.8
TNAP inh no acc	-3	-14	-11	2	-8
bIAP activator	0.8	0.9	1.1	1	0.9
TNAP inh hi DEA	-3	-10	-5	7	6

21) COc1cc(C)ccc1OCCOCCN(C)Cc1ccccc1
22) COc1cc(C(C[N+](=O)[O-])c2c(C)[nH]c3ccccc23)ccc1O (stereo unspecified)
23) CCOC(=O)N1CCC(NC(=O)CS(=O)(=O)Cc2nc(-c3cccc(OC)c3)oc2C)CC1
24) CCN(CC)C(=O)CSc1nnc(CCNC(=O)OC(C)(C)C)o1
25) N#Cc1nc(Cc2ccccc2)oc1NCCCn1ccnc1
assay / compound	21	22	23	24	25
TNAP act hiacc	1	1	1.1	1	1
bIAP inhibitor	3	6	4	-1	-22
PMI act hi M6P	1.1	0.8	1	1.1	0.9
Diaph inh CS	11	21	16	-6	7
Diaphorase act	0.9	0.8	0.8	1.1	0.9
L major viab	91*	5	-8	1	-1
PMI activator	1.1	1	1.1	1.2	0.9
TNAP inh no acc	-11	-2	-14	-7	-5
bIAP activator	1	0.9	1	1	1.2
TNAP inh hi DEA	-5	0	-8	0	0

26) CC(Oc1cccc(NC(=O)c2cccs2)c1)C(=O)c1ccccc1 (stereo unspecified)
27) O=S(=O)(c1ccc(Br)cc1)N1CCN(c2ccc3nnc(-c4ccccc4)n3n2)CC1
28) OC(CNCc1cccc(Br)c1)c1ccccc1 (stereo unspecified)
29) c1ccc2c(c1)COC(CNC1CCCCC1)OC2
30) Cn1c(=O)[nH]c(=O)c2c1nc(NCc1ccco1)n2Cc1ccccc1Cl
assay / compound	26	27	28	29	30
TNAP act hiacc	1	1	1	1.1	1
bIAP inhibitor	-2	10	0	4	5
PMI act hi M6P	1	0.8	1	0.8	1
Diaph inh CS	15	47	4	22	10
Diaphorase act	0.9	0.5	1	0.8	0.9
L major viab	16	41	1	-7	0
PMI activator	1	0.8	1	0.9	0.9
TNAP inh no acc	-3	-10	-2	-12	-1
bIAP activator	1	0.9	1	1	0.9
TNAP inh hi DEA	-3	-4	-1	-7	-2

31) Clc1ccc(-c2nc3cnccn3c2Nc2ccc3c(c2)OCO3)cc1
32) COc1ccc(N2CCN(C(=O)c3ccc(NS(=O)(=O)c4cccc(F)c4)cc3)CC2)cc1
33) O=C1C2C3c4ccccc4C(c4ccccc43)[C@@H]2C(=O)N1c1nc(-c2ccccc2)cs1 (stereo partly specified)
34) Cc1cc[n+](-c2nc3ccccc3nc2[N-]S(=O)(=O)c2cccs2)cc1C
35) OCCCn1c(-c2ccccc2)nc(=S)c2c1CCCC2
assay / compound	31	32	33	34	35
TNAP act hiacc	1	1	1.1	1	1.1
bIAP inhibitor	16	3	-9	16	10
PMI act hi M6P	0.7	0.8	0.9	1	1.1
Diaph inh CS	30	20	12	15	-6
Diaphorase act	0.7	0.8	0.9	0.8	1.1
L major viab	30	2	3	-5	-7
PMI activator	0.6	0.8	0.9	1	1
TNAP inh no acc	-9	-3	-8	-7	-5
bIAP activator	0.8	1	1.1	0.8	0.9
TNAP inh hi DEA	0	2	-7	-2	-6

36) COc1cc(C2SCC(=O)N2c2nnc(C34CC5CC(CC(C5)C3)C4)s2)cc(OC)c1OC (stereo unspecified)
37) O=C1c2cccc3c([N+](=O)[O-])ccc(c23)C(=O)N1CC1CCCO1 (stereo unspecified)
38) O=C(O)CSc1nnc(-c2cccnc2)n1Cc1ccccc1
39) N/C(=N\OC(=O)C(c1ccccc1)c1ccccc1)c1cccnc1
40) N/C(=N\OC(=O)CN1C(=O)c2ccccc2C1=O)c1ccc(Br)cc1
assay / compound	36	37	38	39	40
TNAP act hiacc	1	1	1	1	1
bIAP inhibitor	18	10	4	5	-5
PMI act hi M6P	0.8	1.8	1.1	1	1
Diaph inh CS	28	10	17	12	0
Diaphorase act	0.7	0.9	0.8	0.9	1
L major viab	1	101*	-8	22	0
PMI activator	0.8	1.5	1.1	1	1
TNAP inh no acc	-7	-6	-12	-5	-2
bIAP activator	0.8	0.9	1	0.9	1
TNAP inh hi DEA	1	0	-3	2	0

41) O=S1(=O)C=C(N2CCOCC2)c2ccccc21
42) COCCN1Cc2cccc(C(=O)Nc3ccc(C)c(C)c3)c2C1=O
43) CC(=O)c1ccc(Oc2cc(C)nc(N3CCOCC3)n2)cc1
44) Cc1c(Cl)cnc(NC(=O)COC(=O)CCc2nc3ccccc3s2)c1Cl
45) CCOC(=O)C1CCCN(C(=O)c2ccc(OC(C)=O)cc2)C1 (stereo unspecified)
46) O=C(NC1CC2CCC1C2)c1ccc(CN2CCOCC2)cc1 (stereo unspecified)
47) O=C1CC(N2CCOCC2)C(=O)N1c1ccc2c(c1)OCO2 (stereo unspecified)
48) Nc1nc2c(Cl)cc(Cl)cc2s1
assay / compound	41	42	43	44	45	46	47	48
TNAP act hiacc	1	1	1	1	1	1.1	1	1
bIAP inhibitor	0	12	13	-7	7	-8	-2	4
PMI act hi M6P	0.9	1.1	1.1	1	1	1	0.8	1
Diaph inh CS	13	11	1	8	13	-6	25	13
Diaphorase act	0.9	0.9	1	0.9	0.9	1.1	0.7	0.9
L major viab	8	0	19	-4	-5	12	-5	1
PMI activator	0.9	1	1.1	0.9	1	1	0.8	1
TNAP inh no acc	1	-11	-12	-4	-10	-12	-14	-12
bIAP activator	1	0.9	0.9	1.1	0.9	1.1	1	1
TNAP inh hi DEA	-3	-3	2	-2	-2	-6	-5	-1
